Source: PubChem (National Center for Advancing Translational Sciences (NCATS))
Nrf2 block – inhibitors of Nrf2 signaling | AID 504444 | A549 ARE-Fluc reporter, luciferase luminescence, 18-24 h | 2.1% of 360,000 active | Potency, µM (top dose mostly 46 µM), inactives show top-dose activity change, negative = inhibition, most hits filed as inhibitors; also: potency is read from the fitted curve at half-maximal effect; % is scaled to controls: 0 for no effect and ±100 for the full control effect; nearly all actives have a fitted effect of over 60% in size
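Concentration-response testing used A549 ARE_Fluc cells at 5000 cells/well. Following an 18-24 h compound incubation, viability was read by fluorescence (Ex 405/Em 525) and luciferase output by luminescence.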
Nrf2 ARE act – activates Nrf2 signaling; AREc32 ARE-luciferase reporter (MCF7-derived line), luminescence, 24 h; Potency, µM (titrated, usually from 46.1 µM), for inactives: at the top dose activation, actives largely listed as activators; 0.31% of 410,000 active; AID 624171; also: potency is read from the fitted curve at half-maximal effect; % of control where 0% means no effect; nearly all actives have a fitted effect of over 65% in size
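Luminescent ARE reporter assay in AREc32_Fluc cells: overnight plating at 37 deg C, 24 hr compound incubation, Steady-Glo added, 30 min RT before reading.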
ATXN viability – viability counter-screen for ATXN expression inhibitors | S2 cells (HEK-293 line with an ATXN2-luciferase reporter) viability, CellTiter-Fluor protease fluorescence, 24 h | 0.49% of 400,000 active | Potency, µM (series often up to 56.7 µM), hits mostly cytotoxic; also: potency is read from the fitted curve at half-maximal effect; nearly all actives have a fitted effect of over 40% in size
TGFb inhibitor – blocks TGF-b signaling | 1.2% of 410,000 active | HepG2 CAGA-GFP TGF-b/SMAD3 reporter, GFP fluorescence, 18 h; TGF-beta stimulated, 500 pg/mL final | Potency, µM (doses to about 46.1 µM), without a hit: at the top dose activity, negative = inhibition, usual class: inhibitors; also: potency is read from the fitted curve at half-maximal effect; % is scaled to controls: 0 for no effect and ±100 for the full control effect; nearly all actives have a fitted effect of over 65% in size
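HEPG2 CAGA-GFP cells (1000/well, DMEM with 1% FBS) were pre-incubated 2 h at 37 degrees C, given compound by pin tool, then stimulated with TGF-beta at 500 pg/mL final for 18 h before per-cell GFP fluorescence imaging.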
ATXN2 expr inh – reduces ATXN2 reporter expression in HEK-293 cells; HEK-293 ATXN2-luciferase reporter, luminescence, 24 h; Potency, µM (series often up to 57 µM), for inactives: at the top dose activity change, negative = inhibition, actives largely listed as inhibitors; 0.72% of 360,000 active; also: potency is read from the fitted curve at half-maximal effect; % is scaled to controls: 0 for no effect and ±100 for the full control effect; nearly all actives have a fitted effect of over 55% in size
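qHTS (up to 57 uM final) was run with 24 h compound exposure of reporter cells at 37 °C. Each well was multiplexed: SteadyGlo luminescence measured ATXN2-luciferase expression after a fluorogenic Gly-Phe-AFC viability readout (25 uM final).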
EPAC2 ag – agonists of human EPAC2 (RAPGEF4); AID 720711; Q8WZA2; 0.079% of 360,000 active; EPAC2 activation, biochemical qHTS; response scale: 100% = 6.5 mM cAMP response; Potency, µM (series often up to 154 µM), inactives show top-dose activation, actives largely listed as activators; also: potency is read from the fitted curve at half-maximal effect; nearly all actives have a fitted effect of over 50% in size
Target sequence (Q8WZA2 whole entry, looked up): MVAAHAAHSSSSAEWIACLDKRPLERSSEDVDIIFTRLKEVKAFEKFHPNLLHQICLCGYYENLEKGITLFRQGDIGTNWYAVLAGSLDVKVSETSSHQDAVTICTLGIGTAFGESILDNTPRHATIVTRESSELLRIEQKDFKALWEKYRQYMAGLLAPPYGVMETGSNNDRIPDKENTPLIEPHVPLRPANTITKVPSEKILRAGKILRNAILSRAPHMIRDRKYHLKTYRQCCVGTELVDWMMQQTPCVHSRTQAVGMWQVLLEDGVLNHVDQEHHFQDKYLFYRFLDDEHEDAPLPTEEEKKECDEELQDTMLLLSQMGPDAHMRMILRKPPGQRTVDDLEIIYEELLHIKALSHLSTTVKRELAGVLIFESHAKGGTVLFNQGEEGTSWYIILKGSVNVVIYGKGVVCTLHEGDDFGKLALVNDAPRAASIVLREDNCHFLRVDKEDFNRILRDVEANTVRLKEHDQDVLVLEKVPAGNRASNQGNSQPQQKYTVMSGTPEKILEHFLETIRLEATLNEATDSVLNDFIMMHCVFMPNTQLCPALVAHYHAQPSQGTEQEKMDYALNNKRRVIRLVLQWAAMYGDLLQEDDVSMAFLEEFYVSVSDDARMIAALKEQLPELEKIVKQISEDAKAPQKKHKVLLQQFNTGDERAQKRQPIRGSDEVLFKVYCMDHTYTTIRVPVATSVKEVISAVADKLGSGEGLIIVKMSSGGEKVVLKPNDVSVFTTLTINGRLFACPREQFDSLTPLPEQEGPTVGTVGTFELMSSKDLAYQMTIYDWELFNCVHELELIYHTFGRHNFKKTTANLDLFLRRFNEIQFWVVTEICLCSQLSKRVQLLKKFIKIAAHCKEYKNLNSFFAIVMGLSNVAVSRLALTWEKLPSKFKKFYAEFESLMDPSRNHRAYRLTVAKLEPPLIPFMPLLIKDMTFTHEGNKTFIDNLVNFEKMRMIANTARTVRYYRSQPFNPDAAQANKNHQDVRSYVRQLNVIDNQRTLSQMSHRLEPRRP
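Setup: EPAC2 100 nM, labeled Rap1B complex 250 nM, free GDP 50 uM. Compound titrations pinned in, brief spin, 5 min room temperature incubation. Kinetic fluorescence read over 30 min, normalized to 6.5 mM cAMP.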
IL-2 act – activators of IL-2; IL-2 activation reporter assay, cell-based qHTS; stimulated with anti-CD3/CD4/CD28 beads; in transgenic mouse T cells; activation, % (series mostly up to about 46 µM); 0.065% of 360,000 active; AID 652025; in the data active = activation above about 50%; inconclusive = mostly about 30% to 49%; also: 0% is about no effect
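First, unstimulated transgenic mouse T cells were exposed to compound for 60 min. Next, anti-CD3/anti-CD4-coated beads with anti-CD28 were added. Finally, after 18 h at 37 degrees C, EGFP and DsRed were imaged.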
A549 viability – counter-screen for Nrf2 inhibitors: cytotoxicity in A549 cells. Potency, µM (titrated, usually from 46 µM), for inactives: at the top dose activity change, negative = cytotoxicity, actives largely listed as inhibitors. AID 504648. A549 ARE-Fluc cells, CellTiter-Fluor viability, 18-24 h. 0.16% of 390,000 active; also: potency is read from the fitted curve at half-maximal effect; % is scaled to controls: 0 for no effect and ±100 for the full control effect
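A549 ARE-Fluc cells in 5% FBS OPTI-MEM, 5000 cells/well, rested 2 h then exposed to compounds in concentration-response for 18-24 h at 37 °C. Viability by CellTiter-Fluor fluorescence (Ex 405/Em 525) after 30 min; luciferase luminescence (BugLite, 15 min, RT) read afterwards.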
HepG2 tox – kills HepG2 cells in TGF-b inhibitor counter-screen | HepG2 CAGA-GFP viability, ATP luminescence, 18 h | Potency, µM (highest dose often 46.1 µM), for inactives: at the highest dose activity change, negative = cytotoxicity, most hits filed as cytotoxic | 0.76% of 410,000 active; also: potency is read from the fitted curve at half-maximal effect; some results filed as inactive show a strong effect at the top dose
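CellTiter-Glo luminescence gave cytotoxicity after 18 hours at 37 degrees C. The cells were HepG2 CAGA-GFP in 1% FBS DMEM, stimulated with 500 pg/mL TGF-beta after compound addition. %Activity was normalised to no-cell wells (complete cell-killing) and DMSO (no toxicity), and curves were fitted and classified.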
* hit, by the source's call; i = inactive; u = inconclusive; x = not tested or not shown; & = joins results of further samples; [ ] = another dose, or the depositor's remark. Unless noted, calls follow the shape of the dose curve; as a rule, active = well fitted curve in the direction sought with a large enough effect; inconclusive = small, poorly fitted or top-dose-only effect, or another doubt; inactive = no such curve, though single readings can be large; an effect the other way counts as inactive or inconclusive. Rows are unselected. Share with any hit: about 4.3%.

Abbreviations – A = Nrf2 block; B = Nrf2 ARE act; C = ATXN viability; D = TGFb inhibitor; E = ATXN2 expr inh; F = EPAC2 ag; G = IL-2 act; H = A549 viability; I = HepG2 tox
Cn1c(N2CCCCC2)nc2c1c(=O)n(Cc1cccc(Br)c1)c(=O)n2C
  A: 3%; B: -0.6%; C: u; D: 2%; E: 10%; F: -15%; G: -0.3; H: 3%; I: 3%

COc1ccc(C(=O)N2CCCC2)cc1
  A: -7%; B: 0.1%; C: i; D: 0%; E: 2%; F: 4%; G: -0.2; H: -1%; I: -9%

O=C(CNS(=O)(=O)c1cccs1)NCc1ccccc1
  A: -5%; B: 3.4%; C: i; D: -8%; E: -1%; F: 6%; G: 0.2; H: 2%; I: 0%

O=C(/C=C/c1ccco1)OCc1nnc(-c2ccccc2)o1
  A: 1%; B: 11µM*; C: i; D: u; E: -29%; F: 11%; G: 0.9; H: 1%; I: -21%

Cc1ccc(OC(=O)c2ccccc2C(=O)OCC(F)(F)C(F)F)cc1
  A: u; B: -0.3%; C: i; D: u; E: 0%; F: -21%[15.6 µM]; G: 0.5; H: -1%; I: 3%

Cn1c(=O)cc(SCC(=O)NCCC2=CCCCC2)c2ccccc21
  A: 12%; B: -0.4%; C: i; D: u; E: 3%; F: -6%; G: -3.5; H: -4%; I: -2%

O=C(Nc1ccccc1Cl)NC1(C(=O)N2CCCC2)CCCCC1
  A: 1%; B: 2.0%; C: i; D: -12%; E: 6%; F: -20%; G: -0.1; H: -15%; I: 5%

COc1ccc(S(=O)(=O)N2CCN(c3ccccc3)CC2)cc1
  A: u; B: 0.5%; C: i; D: -3%; E: -25%; F: 21%; G: 1.5; H: 7%; I: 2%

CCCCn1cnc2c(=S)nc(N)[nH]c21
  A: -5%; B: -0.5%; C: i; D: -6%; E: 18%; F: 9%; G: 0.3; H: -5%; I: 5%

CC(C)[C@H](NC(=O)C1CCN(S(=O)(=O)c2ccccc2)CC1)C(=O)NCc1ccccc1
  A: -11%; B: -0.2%; C: i; D: -4%; E: -5%; F: 4%; G: -0.7; H: 3%; I: -9%

CC1=C(C(=O)N2CCCCCC2)CC(CC(=O)NCC2CCCCC2)C(=O)N1Cc1ccc(F)cc1 (stereo not drawn)
  A: x; B: 2.3%; C: u; D: x; E: 4%; F: 3%; G: -0.9; H: x; I: x

CC(=O)Nc1cccc(Oc2cc(C#N)c(C#N)cc2N2CCCCCC2)c1
  A: u; B: 0.8%; C: u; D: u; E: -35%; F: 1%; G: -1.2; H: -27%; I: -28%

c1cnc2ccc3ncccc3c2c1
  A: -14%; B: 0.7%; C: i; D: 4%; E: 34%; F: 1%; G: -0.4; H: 0%; I: 0%

O=C(COC(=O)C1CC(=O)N(Cc2ccccc2)C1)c1ccc(F)cc1 (stereo not drawn)
  A: u; B: -0.4%; C: u; D: 11%; E: -7%; F: -7%; G: 0.1; H: -1%; I: 2%

CN(C(=O)c1cccc(NC(=O)Cc2cccc(NC(=O)C3CCCN(C(=O)CCc4ccccc4)C3)c2)c1)C1CCC1 (stereo not drawn)
  A: u; B: 4.9%; C: u; D: u; E: u; F: 6%; G: -0.6; H: -8%; I: -33%

COc1ccc(S(=O)(=O)Nc2nc3n(n2)C(c2ccc(Cl)cc2)CC(=O)N3)cc1 (stereo not drawn)
  A: 11%; B: -0.4%; C: i; D: 1%; E: 5%; F: 4%; G: 0.1; H: -2%; I: -16%

COc1ccc(-c2c(-c3ccc(O)cc3O)n[nH]c2C(F)(F)F)cc1
  A: -16%; B: 2.8%; C: i; D: u; E: -3%; F: -2%; G: -0.3; H: -1%; I: -29%

O=C(CN1CCOCC1)N/N=C/c1ccc(-c2cccc(Cl)c2Cl)o1
  A: 1%; B: 7.3%; C: i; D: u; E: -3%; F: 9%; G: 0.8; H: -9%; I: -11%

COc1ccc(CN2CCN(C(=O)c3ccc(F)cc3)CC2)c(OC)c1
  A: 3%; B: 0.6%; C: i; D: 2%; E: -8%; F: 5%; G: 0.8; H: 11%; I: 9%

CN1C(=O)Cc2cc(S(=O)(=O)CCC(=O)N3CCN(c4ccc(Cl)cc4)CC3)ccc21
  A: 28%; B: 3.7%; C: u; D: u; E: -27%; F: x; G: x; H: 7%; I: -21%

Cc1ccc(CNC(=O)CN2C(=O)c3ccccc3S2(=O)=O)cc1
  A: 2%; B: -0.2%; C: i; D: 20%; E: 4%; F: 9%; G: 0.0; H: 3%; I: -1%

Cc1cccc(SC2CCN(C(=O)C3CCC(=O)N(C4CC4)C3)CC2)c1 (stereo not drawn)
  A: u; B: 0.2%; C: i; D: -17%; E: -13%; F: 4%; G: -2.4; H: 1%; I: -1%

CSC1=N/C(=C\c2c(F)cccc2Cl)C(=O)S1
  A: -7%; B: 3.9%; C: i; D: -1%; E: 16%; F: 3%; G: 1.6; H: 7%; I: -16%

COc1cccc(CN2CCN(Cc3cccc4c3OCO4)CC2CCO)c1 (stereo not drawn)
  A: 4%; B: -0.6%; C: i; D: 2%; E: -6%; F: 8%; G: -2.4; H: 0%; I: -7%

Cc1ccc(NC(=O)Nc2nnc(SCC(=O)N(C(C)C)C(C)C)s2)cc1
  A: x; B: -0.2%; C: x; D: -3%; E: x; F: x; G: x; H: -3%; I: 5%

COc1cc(C(=O)Nc2ccc3oc(-c4cccnc4)nc3c2)cc(OC)c1OC
  A: u; B: 0.1%; C: i; D: 0%; E: -27%; F: 1%; G: -4.8; H: -2%&-5%; I: 29%

CC(=NNC(=S)N(Cc1ccccn1)Cc1ccccn1)c1cnccn1
  A: u; B: 8.8%; C: u; D: u; E: 1.3µM*; F: 8%; G: -0.4; H: u; I: -44%

Cc1ccc(-c2nnc(-c3ccc(NC(=O)c4cccs4)cc3)o2)cc1
  A: u; B: 0.3%; C: u; D: -8%; E: -37%; F: 4%; G: -1.4; H: -10%; I: -3%

COc1ccc(OC)c(/C=N/NC(=O)CCc2n[nH]c(=O)[nH]c2=O)c1
  A: u; B: 0.2%; C: i; D: -8%; E: 5%; F: 4%; G: 2.6; H: 1%; I: 1%

CCc1nc(C)cn1S(=O)(=O)c1cc(C)c(OC)c(C)c1C
  A: u; B: 2.8%; C: i; D: u; E: -25%; F: 5%; G: -0.3; H: -7%; I: -27%

O=C(O)COc1ccc(/C=N/NC(=O)c2ccccc2Br)cc1
  A: -2%; B: -0.5%; C: i; D: -2%; E: -20%; F: 11%; G: 0.2; H: 7%; I: -11%

O=c1c2ccccc2c(-c2ccccc2)nn1-c1ccc(Cl)c(Cl)c1
  A: u; B: -1.0%; C: i; D: 1%; E: -20%; F: -2%; G: 1.5; H: u; I: -1%

COc1cccc(C(=O)NC(=S)NCc2ccco2)c1
  A: 3%; B: 6.1%; C: u; D: -7%; E: 41%[activator]; F: 4%; G: 2.8; H: u; I: -10%

COc1ccccc1NS(=O)(=O)c1cc(C(=O)N2CCCC2)ccc1C
  A: -4%; B: 0.3%; C: i; D: 2%; E: x; F: 7%; G: -0.2; H: 0%; I: -5%

O=C(Nc1cccc(NC(=O)c2cccs2)c1)c1ccc([N+](=O)[O-])o1
  A: 16%; B: u; C: u; D: 5.6µM*; E: u; F: 2%; G: -4.1; H: -10%; I: 22µM*

CCc1ccccc1N(C)S(=O)(=O)c1cc(-c2cc(C)no2)ccc1OC
  A: -8%; B: 0.1%; C: i; D: -15%; E: -18%; F: 7%; G: -2.2; H: -7%; I: -20%

Cc1ccc(-c2ccc(=O)n(CCC(=O)N3CCN(c4ccccc4)CC3)n2)cc1
  A: -13%; B: 2.6%; C: i; D: 0%; E: -3%; F: 15%; G: -0.7; H: -1%; I: -40%

O=C(O)c1cccc(CN2C(=O)SC(Nc3cccc4ccccc34)C2=O)c1 (stereo not drawn)
  A: 0%; B: 0.0%; C: i; D: 1%; E: -7%; F: 2%; G: 1.7; H: -12%; I: 5%

CC(C)[C@H](NC(=O)N1CCn2c1nc1ccccc12)C(=O)N[C@@H](Cc1ccccc1)C(=O)O
  A: 6%; B: -1.2%; C: i; D: 0%; E: 7%; F: 6%; G: 0.2; H: 1%; I: 1%

COc1ccc(C(=O)COC(=O)CN2C(=O)C3C4C=CC(C4)C3C2=O)cc1 (stereo not drawn)
  A: 9%; B: 2.1%; C: i; D: -3%; E: 4%; F: 3%; G: -2.6; H: 6%; I: -7%

Cc1ccc(Cl)cc1NC(=O)Cn1cc2c(n1)CCCCC2
  A: 14%; B: 1.4%; C: i; D: 0%; E: 6%; F: x; G: x; H: 0%; I: -3%
